Source: PubChem BioAssay
MEX-5 binding: MEX-5 zinc finger RNA-binding disruptors – biochemical, C. elegans, fluorescence polarization, MLPCN library, primary screen. MEX-5/FITC-TCR2 RNA binding; stronger effect = lower value. activity score (negative = inhibition of binding), % at 10 µM. 300,000 tested, 0.38% active. AID 1832, 2009;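 active = inhibition past about -25% in most replicates, and total fluorescence under double the plate's negative control median, limit read from the data; inconclusive = replicates evenly split on the limit, or fluorescence at least double controls; inactive = too little inhibition in most replicates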;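 also: 0% = DMSO and -100% = 5 µM competing unlabeled TCR2 RNA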
Efflux pump inh: inhibitors of Candida efflux pumps in yeast, primary screen, S. cerevisiae, Nile Red, multiplex | S. cerevisiae Candida pump triplex | inhibition, % at 10 µM | 330,000 tested, 0.44% active | AID 485275, 2010;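 active = plate passing quality check with inhibition over a set limit, or well fluorescence over plate mean plus 4 SD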;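 also: Nile Red retained in pooled yeast measured as flow cytometry median fluorescence; 0% = buffer negative control and 100% = Enniatin B positive control; higher means more Nile Red kept so more efflux inhibition; some compounds called inactive have numbers as strong as hits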
PME-1 inh: PME-1 inhibitors via competitive probe labeling, primary screen, biochemical, fluorescence polarization, FP-Rh probe, HTS. Protein phosphatase methylesterase 1 (Homo sapiens), Q9Y570. recombinant PME-1. inhibition, % at 5.9 µM. 320,000 tested, 0.53% active. AID 2130, 2009;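 active = inhibition above the campaign mean of all compounds plus 3 SD, cut at about 26% in these data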;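 also: competitive labeling of PME-1 active site by serine hydrolase directed probe; 0% = PME-1 with DMSO and 100% = wells lacking PME-1 enzyme; inhibitors block probe labeling so polarization falls and inhibition rises; many of its hits are not listed in these tables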
Fam108B counter: mouse Fam108B serine hydrolase inhibitors, primary screen, counter-screen for RBBP9 inhibitor project, biochemical, fluorescence polarization; recombinant Fam108B, FP-Rh probe fluorescence polarization; inhibition, % at 9.51 µM; 300,000 tested, 0.33% active; AID 1947, 2009;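 active = inhibition above the screen mean inhibition plus 3 SD, computed separately per campaign, cut at about 18% in these data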;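 also: inhibitors lower polarization as less probe binds the enzyme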
GRK2 aptamer HTS: compounds blocking aptamer binding on GRK2 – biochemical, human GRK2, bead flow cytometry, HTS, primary screen. Beta-adrenergic receptor kinase 1 (Homo sapiens), P25098. AID 488847, 2010. FAM-aptamer displacement from GRK2. inhibition of aptamer binding, % at 10 µM. 330,000 tested, 0.59% active;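 active = inhibition of aptamer binding above 40%, roughly 3 SD of noise, on plates passing a quality check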;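 also: median bead fluorescence of bound FAM aptamer so fluorescent compounds give negative values; no value below 0 was filed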
Bcl-xL primary: inhibitors of human Bcl-xL, primary screen, biochemical, fluorescence polarization, HTS. Bcl-2-like protein 1 (Homo sapiens), Q07817. GST-Bcl-xL / FITC-Bim BH3 peptide fluorescence polarization. inhibition, % at 10.9 µM. 320,000 tested, 0.7% active. AID 2129, 2009;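 active = inhibition above the mean of all tested compounds plus 3 SD, cutoff set per campaign, cut at about 30% in these data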;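 also: 0% = DMSO wells and 100% = unlabeled Bim-BH3 peptide competitor; inhibitors lower millipolarization by displacing the labeled peptide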
GLD-1 TGE inh: GLD-1/TGE RNA complex disruptors, primary screen, biochemical, fluorescence polarization. Female germline-specific tumor suppressor gld-1 (Caenorhabditis elegans), Q17339. purified GLD-1 + fluorescein TGE RNA. inhibition, % at 5.96 µM. 320,000 tested, 0.44% active;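 active = percent inhibition above a per-plate cutoff, the plate mean of test compounds plus 3 SD, cut at about 30% in these data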;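 also: 0% = DMSO wells with GLD-1 and probe and 100% = wells lacking GLD-1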
VLA-4 inh: inhibition in human VLA-4 binding assay, primary screen, VLA-4 allosteric modulator project, MLPCN library, flow cytometry, VLA-4 expressing cells; 330,000 tested, 0.2% active; Integrin alpha-4 (Homo sapiens), P13612; ligand binding flow cytometry; inhibition, % (about 7 µM as worked out from the volumes in the protocol); in the data active = inhibition above about 50%
Target sequence (P13612 whole entry, looked up): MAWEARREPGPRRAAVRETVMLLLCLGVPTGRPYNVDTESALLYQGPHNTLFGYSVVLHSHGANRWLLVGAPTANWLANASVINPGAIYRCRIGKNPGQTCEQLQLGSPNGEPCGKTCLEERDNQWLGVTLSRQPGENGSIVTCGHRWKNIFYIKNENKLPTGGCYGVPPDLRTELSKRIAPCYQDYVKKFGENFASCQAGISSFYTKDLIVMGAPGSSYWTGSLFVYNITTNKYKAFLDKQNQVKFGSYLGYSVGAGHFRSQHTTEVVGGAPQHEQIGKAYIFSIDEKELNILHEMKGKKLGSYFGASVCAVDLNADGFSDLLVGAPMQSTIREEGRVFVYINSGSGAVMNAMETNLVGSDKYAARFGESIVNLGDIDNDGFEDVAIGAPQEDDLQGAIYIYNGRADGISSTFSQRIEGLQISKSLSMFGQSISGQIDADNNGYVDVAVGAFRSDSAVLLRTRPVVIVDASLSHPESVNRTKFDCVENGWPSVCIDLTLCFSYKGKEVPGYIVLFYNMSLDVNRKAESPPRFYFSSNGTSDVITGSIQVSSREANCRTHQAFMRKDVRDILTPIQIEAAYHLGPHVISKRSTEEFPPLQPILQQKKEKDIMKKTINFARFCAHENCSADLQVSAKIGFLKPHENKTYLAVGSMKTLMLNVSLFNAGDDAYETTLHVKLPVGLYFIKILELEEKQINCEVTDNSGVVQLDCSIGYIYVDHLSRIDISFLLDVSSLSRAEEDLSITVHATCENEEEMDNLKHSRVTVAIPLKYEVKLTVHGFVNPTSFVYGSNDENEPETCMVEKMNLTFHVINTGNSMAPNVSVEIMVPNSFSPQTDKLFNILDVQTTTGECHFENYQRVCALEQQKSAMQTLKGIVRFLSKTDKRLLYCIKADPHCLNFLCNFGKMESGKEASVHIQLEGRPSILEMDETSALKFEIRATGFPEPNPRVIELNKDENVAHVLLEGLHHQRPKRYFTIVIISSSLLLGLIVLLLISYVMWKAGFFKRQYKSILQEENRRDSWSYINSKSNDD
MCL1-BIM inh: inhibitors of MCL1 binding to BIM-BH3, primary screen, biochemical, fluorescence polarization. Induced myeloid leukemia cell differentiation protein Mcl-1 (Homo sapiens), Q07820. GST-MCL1 / FITC-Bim-BH3 fluorescence polarization. inhibition, % at 10.9 µM. 320,000 tested, 0.68% active;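 active = inhibition above the mean inhibition of all tested compounds plus 3 SD, set per campaign, cut at about 40% in these data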;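 also: 0% = DMSO wells and 100% = unlabeled Bim-BH3 peptide control; higher means more loss of mP so more displacement of Bim peptide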
Numbers without * were called inactive; ? = inconclusive; / = no result given. The list is partial (hit frequency here may not be typical).

Values run as follows: Fam108B counter	Efflux pump inh	PME-1 inh	VLA-4 inh	Bcl-xL primary	GLD-1 TGE inh	GRK2 aptamer HTS	MCL1-BIM inh	MEX-5 binding
COc1ccc(C2OC(=O)CC2C(=O)NCc2ccccc2Cl)cc1OC (stereo not drawn)
    8.0	-0.1	4.2	-0.8	-0.4	-1.6	15.0	0.7	-1.9
CC/C(=N\O)c1ccc(OC)c(OC)c1
    -1.5	0.0	1.3	-11.4	-1.0	1.2	1.0	7.6	0.0
COc1ccc(CCN=Cc2c(C)[nH]n(-c3ccc([N+](=O)[O-])cc3)c2=O)cc1OC
    1.0	-0.4	-3.6	-9.8	-5.7	-0.7	3.0	-1.8	-2.2
COc1ccc(-c2cn3cccnc3n2)cc1Br
    2.4	0.2	-4.3	1.0	-5.3	2.4	5.0	-0.8	-0.5
COc1ccc(C(=O)NCC(=O)N/N=C/c2c(C)[nH]c3ccccc23)cc1OC
    4.7	-0.1	1.2	6.5	3.9	3.9	0.0	4.0	0.1
Cc1ccc(CCS(=O)(=O)c2ccc(C(C)(C)C)cc2)cn1
    2.8	0.0	2.5	12.6	3.9	-0.8	0.0	8.9	-0.9
CCCOc1ccc(CNC(=O)C2CCN(c3nn4c(=O)cc(C)nc4s3)CC2)cc1
    -7.3	0.2	-0.7	-3.3	11.1	-12.1	1.0	5.4	0.8
Cc1c(Br)c([N+](=O)[O-])nn1C(C)C(=O)N1CCc2ccccc2C1 (stereo not drawn)
    0.5	-0.1	10.3	2.8	9.8	-1.3	1.0	13.1	-1.8
O=C(COc1cc(=O)n2c(n1)SCCC2)c1ccccc1
    -3.3	0.1	3.9	-7.0	3.4	-5.6	1.0	-2.4	0.1
CCC(=O)N(Cc1cc(=O)[nH]c2ccccc12)c1ccc(OC)cc1
    0.6	0.1	2.9	-5.5	6.9	-4.2	2.0	-2.8	-1.1
Cc1ccc(C)n1-c1ccc(C(=O)NC2CCN(Cc3ccccc3)CC2)cc1
    -3.2	0.1	-1.8	4.8	4.5	0.5	0.0	3.4	1.1
CCn1c(CNC(=O)c2ccccc2)nnc1SCC(=O)N1CCN(c2ccccc2)CC1
    -1.3	0.1	0.9	9.7	5.7	-1.2	0.0	2.0	-2.1
COC(=O)C1=C(N)Oc2cc(C)n(C)c(=O)c2C1c1ccc(Cl)cc1 (stereo not drawn)
    -2.2	0.1	-5.2	-4.9	6.0	-5.8	1.0	-1.3	-2.0
COc1cc2[nH]c(C(=O)Nc3ccc(F)cc3)cc2c(OC)c1OC
    6.1	0.0	2.7	-5.7	3.8	4.2	0.0	2.5	-0.8
CC(=O)c1cc2c(cc1NC(=O)Cn1nc(C)c(C)c(C#N)c1=O)OCO2
    -0.6	0.0	-1.4	7.8	0.4	2.6	3.0	-4.3	1.3
COC(=O)C(N)CCCCN (stereo not drawn)
    -4.5	0.3	1.5	12.4	1.6	-3.1	0.0	1.2	-1.2
CCc1ccc(-c2cc(C(=O)NCc3ccccn3)c3ccccc3n2)cc1
    -1.0	0.0	-0.5	-13.5	-0.4	-2.4	4.0	3.5	-2.6
Cc1ccc(/C=C2\SC(=S)N(NS(=O)(=O)c3ccc(C)cc3)C2=O)cc1
    -1.2	-0.1	-2.1	15.2	7.5	0.3	3.0	8.3	-2.8
Cc1ccccc1Cn1cc(NC(=O)c2noc3c2CC(C(C)(C)C)CC3)cn1 (stereo not drawn)
    -3.6	0.1	-5.8	-4.6	2.9	6.1	2.0	1.8	0.1
COc1ccc(NC(=O)Nc2ccc3c(c2)C(=O)N([C@H](C)CO)C[C@H](C)[C@@H](CN(C)S(=O)(=O)c2ccccc2)O3)cc1
    /	0.0	/	-7.5	/	4.6	0.0	/	/
CC1CCN(c2nc3ccc(C(=O)N4CCN(Cc5ccc6c(c5)OCO6)CC4)cc3s2)CC1
    -1.6	0.4	-8.7	-10.8	3.5	5.7	0.0	9.8	-2.0
CCOc1ccc(NC(=O)NC(=O)N(C(C)C)S(C)(=O)=O)cc1
    -0.7	0.0	-12.1	9.0	12.0	-0.2	0.0	10.6	1.2
CCOC(=O)C1CCN(S(=O)(=O)c2ccc(C)c(C)c2)CC1
    1.2	-0.1	1.3	6.2	7.2	-0.4	1.0	0.8	-1.1
O=C(NCc1ccc(Cl)cc1)c1ccncc1
    0.2	0.0	-4.1	-3.4	1.3	5.0	0.0	-14.7	2.7
CCn1c(SCC(=O)NC2CC2)nnc1C(C)Oc1ccccc1 (stereo not drawn)
    -3.1	-0.1	2.5	-11.3	2.5	2.8	0.0	-2.0	-1.5
CCOc1ccc(NC(=O)CN(C)C(=O)C2=COCCO2)cc1OCC
    -4.1	0.1	-6.6	15.9	-0.8	5.3	0.0	-6.4	0.0
CC(=O)NCc1ccc(C(=O)CCl)cc1
    -0.7	0.0	-1.2	14.4	6.3	9.8	0.0	5.4	-2.6
COc1cc(OC)cc(C(=O)Nc2cccc(NC(=O)c3ccccc3)c2)c1
    0.1	0.1	-10.1	1.1	5.5	-8.9	2.0	3.7	3.0
CC(=O)c1cc(CN2CCN(C(C)C)C(CCO)C2)cs1 (stereo not drawn)
    5.7	0.0	-5.7	6.4	3.1	0.3	0.0	-6.6	0.7
CCCCOC(=O)CSc1nc(N)c(C#N)c(-c2ccc(OC)cc2)c1C#N
    -1.1	0.0	-9.8	5.5	2.8	12.7	2.0	2.2	-2.3
Clc1ccc(-c2ccnc(Oc3cc(Cl)ccc3Cl)n2)cc1
    -8.0	0.0	-25.1	-6.0	3.0	10.2	4.0	1.5	-0.5
COc1ccc(NC(=O)CN2C(=O)NC(C)(c3ccc(C)cc3)C2=O)cn1 (stereo not drawn)
    /	0.3	0.9	22.3	1.9	4.8	0.0	3.3	/
O=C(CN1C(=O)NC2(CCCCCC2)C1=O)c1ccccc1
    -2.6	0.1	-5.2	0.9	-3.5	6.8	0.0	-9.2	-0.5
CSc1ccc2nnc(-c3cccc(F)c3)n2n1
    -0.4	-0.1	5.8	-4.7	3.6	2.0	3.0	6.8	1.7
CC1CCC(N2CCNCC2)CC1 (stereo not drawn)
    -3.8	0.1	1.1	15.7	2.1	-3.0	1.0	-2.2	-0.5
C=CCn1c(CNC(=O)c2ccccc2F)nnc1SCC(=O)N1CCOCC1
    -4.5	0.0	3.0	-10.4	-0.7	2.1	2.0	-1.8	0.4
CCCCn1c(=O)c(CCC(=O)OCC(=O)Nc2cccc3ccccc23)nc2ccccc21
    0.3	-0.4	6.4	22.5	-2.6	1.5	4.0	-14.7	2.5
Cc1cc(F)ccc1NC(=O)C(C)n1c2ccccc2c2nc(=O)cc(C)n21 (stereo not drawn)
    -3.3	0.1	2.9	1.2	-4.7	12.9	2.0	-5.7	-2.2
CCN(Cc1ccccc1)S(=O)(=O)c1c(C)[nH]c(C)c1C(=O)N1CCCCC1
    -1.1	-0.1	4.5	17.2	3.2	7.4	0.0	3.1	-0.6
Cc1ccccc1Cn1nc(C)c(NC(=O)c2noc3c2CCc2ccccc2-3)c1C
    -4.4	0.0	0.9	29.1	0.6	6.3	0.0	1.7	2.2
Nc1cc(Cl)nc(N/N=C/c2c(O)ccc3ccccc23)n1
    28.1*	-0.2	31.7*	-9.1	1.1	1.1	1.0	2.6	-7.9
CC(C)(C)OC(=O)N1CCC(c2c(C(=O)NCC3CCN(C4CCCC4)C3)cnn2-c2cccc(Cl)c2)CC1 (stereo not drawn)
    1.4	0.3	-2.4	-0.7	6.2	-4.3	0.0	3.5	-0.1
CC(C)c1nc(-c2ccccc2)c(-c2ccccc2)[nH]1
    -0.7	-0.2	-5.4	7.1	5.6	2.9	0.0	6.5	3.4
Cc1cc(C)cc(Nc2cc(=O)n(C3CCCCC3)c(=O)[nH]2)c1
    -4.5	0.1	-1.0	-7.3	2.8	-3.3	1.0	-0.9	0.9
CCOC(=O)c1cc(-c2ccccc2)nc2nc(N(CC)CC)sc12
    -1.2	-0.1	-9.5	-4.0	5.3	-1.2	2.0	-5.2	-1.7
CS(=O)(=O)Nc1cccc(C2=NN(C(=O)c3ccco3)C(c3cccs3)C2)c1 (stereo not drawn)
    0.5	0.0	-1.1	11.0	4.1	6.4	5.0	5.4	-1.7
CCOc1ccccc1NC(=O)c1ccc(OCC(=O)N2CCOCC2)c(OC)c1
    /	-0.1	/	4.3	/	0.8	0.0	/	/
O=C(CCn1c(=O)c2ccccc2n(CC(=O)NCCC2=CCCCC2)c1=O)NCc1ccco1
    -1.2	0.0	-4.4	8.7	1.8	-0.6	0.0	-7.3	1.4
Cn1c(N)c(C(=O)COC(=O)c2ccnc3ccccc23)c(=O)n(C)c1=O
    -0.8	/	-2.0	/	3.6	-0.8	/	6.0	-2.2
COc1cc(O)c(C(CC(=O)N2CCN(c3ccccc3)CC2)c2ccc(N(C)C)cc2)c(OC)c1 (stereo not drawn)
    7.3	0.0	-1.8	13.2	4.2	0.5	6.0	4.8	-1.2
CCN(CC)c1ccc2cc(C(=O)NNC(=O)c3ccc(S(=O)(=O)N4CCCCC4)cc3)c(=O)oc2c1
    1.4	0.0	-0.4	-111.3	-8.7	-20.9	0.0	-14.4	?
O=C(CSc1nncs1)NC1CCCCCCC1
    /	0.4	0.4	-3.6	1.1	-0.4	4.0	3.0	/
CC(=O)N1CCN(C(=S)c2ccc(Cl)cc2)CC1
    1.7	0.1	8.6	3.1	7.2	5.0	4.0	3.7	1.8
COC(=O)c1sccc1NS(=O)(=O)c1ccc(F)cc1F
    -2.2	0.0	7.8	6.8	2.6	9.7	2.0	3.1	1.2
O=C(NC(=S)Nc1ccccc1Cl)c1ccco1
    0.1	0.2	0.6	12.6	-4.3	-2.6	0.0	1.7	-1.4
O=C(NCc1ccco1)c1noc2c1CCCCC2
    3.2	-0.1	1.6	/	0.0	1.0	0.0	3.2	1.7
Cn1nnnc1SCC(=O)NC(=O)NCc1ccccc1
    0.9	0.0	4.5	4.2	-2.9	1.4	0.0	-6.8	-1.9
CCOc1ccc(NC(=O)C2C3C=CC4(O3)C2C(=O)N(Cc2cccnc2)C4C(=O)NC2CCCCC2)cc1 (stereo not drawn)
    1.9	-0.1	-4.8	0.2	-3.4	8.1	2.0	-3.2	2.2
CN(CCC#N)C(=O)COC(=O)c1cccnc1Nc1ccccc1F
    3.0	-0.1	1.0	-2.4	4.0	1.1	1.0	1.9	-1.1
CCOC(=O)N1CCC(NC(=O)c2csc3c2CCCC3)CC1
    0.0	0.1	-4.9	0.0	-1.9	-5.8	4.0	-4.0	-1.1
